# Screening results deposited in PubChem BioAssay by National Center for Advancing Translational Sciences (NCATS).
# EPAC1 antag: qHTS for Antagonist of cAMP-regulated guanine nucleotide exchange factor 3 (EPAC1): primary screen | EPAC1 GEF assay, Rap1b-BODIPY-GDP exchange fluorescence | Potency, µM (titrated, usually from 115 µM), without a hit: top-dose activity change, negative = inhibition, actives largely listed as inhibitors | actives 0.14% (n = 360,000) | AID 720709, 2013;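 note: potency is the fitted concentration of half-maximal effect; plate controls were vehicle for no effect and positive control for full effect; nearly all actives have a fitted effect of over 50% in size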
# IL-2 act: qHTS of IL-2 Activators; IL-2 activation reporter assay, cell-based qHTS; stimulated with anti-CD3/CD4/CD28 beads; in transgenic mouse T cells; activation, % (series mostly up to about 46 µM); actives 0.065% (n = 360,000); AID 652025, 2013; in the data active = activation above about 50%; inconclusive = mostly about 30% to 49%; note: 0% is about no effect
#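 Quantitative HTS in unstimulated transgenic mouse T cells, with memory T cells as non-tolerant control and PMA/ionomycin as tolerance-bypass control. Compound pretreatment lasted 60 minutes before 18 h bead stimulation; EGFP/DsRed fluorescence read.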
# PTHR1 agonist: qHTS for PTHR1 Agonists: Primary Screen | Potency, µM (doses to about 115 µM), for the others: at the highest dose activation, usual class: activators | AID 743266, 2014 | HEK293 GP2 PTHR1 cells, GloSensor cAMP luminescence, 1 h | Parathyroid hormone/parathyroid hormone-related peptide receptor (Homo sapiens), Q03431 | actives 0.075% (n = 410,000); note: potency is the fitted concentration of half-maximal effect; nearly all actives have a fitted effect of over 55% in size; some results filed as inactive show a strong effect at the top dose; inactives centre near -15; many of its hits are not listed in these tables
#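 HEK-293-derived GP2 cells expressing PTHR1 and a GloSensor cAMP reporter, 3,000/well, plated overnight, given luciferin plus IBMX (each 0.5 mM as added) for 1 h at 37 °C, then compound for 1 h at 37 °C. Luminescence was read after 15 min at room temperature.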
# PI5P4K alpha inh: qHTS for Inhibitors of phosphatidylinositol 5-phosphate 4-kinase (PI5P4K) | Phosphatidylinositol 5-phosphate 4-kinase type-2 alpha (Homo sapiens), P48426 | PI5P4Kalpha enzyme, ADP-Glo luminescence, 60 min; stronger effect = lower value | max response, % | actives 1.2% (n = 330,000); active = max response of -50% or lower; inconclusive = between -30% and -50%; inactive = -30% or higher; note: value at the top dose of about 77 µM; % is set by controls: 0 for no effect and ±100 for the full control effect
# Target sequence (P48426 whole entry, looked up): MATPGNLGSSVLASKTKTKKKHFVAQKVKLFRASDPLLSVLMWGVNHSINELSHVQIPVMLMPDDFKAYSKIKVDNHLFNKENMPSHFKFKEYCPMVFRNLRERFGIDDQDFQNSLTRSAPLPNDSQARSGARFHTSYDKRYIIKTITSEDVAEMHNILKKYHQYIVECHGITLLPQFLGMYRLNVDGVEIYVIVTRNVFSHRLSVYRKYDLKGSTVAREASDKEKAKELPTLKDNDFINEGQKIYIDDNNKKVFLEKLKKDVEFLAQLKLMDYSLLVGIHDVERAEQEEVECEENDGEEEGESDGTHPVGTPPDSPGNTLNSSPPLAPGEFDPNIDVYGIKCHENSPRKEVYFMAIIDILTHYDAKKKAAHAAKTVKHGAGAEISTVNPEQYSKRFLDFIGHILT
#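 Luminescence from ADP-Glo served as readout of PI5P4Kalpha activity in a qHTS format. Reaction: enzyme, substrate, compound, ATP at 5 microM final, 60 min at RT.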
# PLK1 PBD inh: qHTS for Inhibitors of PLK1-PDB (polo-like kinase 1 - polo-box domain): Primary Screen | Potency, µM, without a hit: max response, negative = inhibition, usual class: inhibitors | actives 2.8% (n = 360,000) | Serine/threonine-protein kinase PLK1 (Homo sapiens), P53350 | Plk1 PBD binding of FITC phosphopeptide, fluorescence polarization; note: potency is the fitted concentration of half-maximal effect; series mostly up to about 57 µM; % is set by controls: 0 for no effect and ±100 for the full control effect; nearly all actives have a fitted effect of over 65% in size
# HEK293 tox: qHTS of GLP-1 Receptor Inverse Agonists: Cytotox Screen; HEK293 cAMP-luciferase reporter cells, luminescence, 24 h; Potency, µM (series often up to 38.3 µM), for the others: at the highest dose activity change, negative = inhibition, actives largely listed as inhibitors; actives 0.13% (n = 410,000); AID 624418, 2012;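 note: loss of luciferase light is scored as toxicity; potency is the fitted concentration of half-maximal effect; % is set by controls: 0 for no effect and ±100 for the full control effect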
#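 To flag toxic compounds, the library was rerun on cells for 24 hr at 37 deg C and 5% CO2. Viability-linked luminescence was captured 12 min after adding luciferase detection reagent.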
# GLP-1R inv ag: qHTS of GLP-1 Receptor Inverse Agonists (Inhibition Mode). Glucagon-like peptide 1 receptor (Homo sapiens), P43220. Potency, µM (titrated, usually from 38.3 µM), inactives show top-dose activity change, negative = inhibition, hits mostly inhibitors. HEK293 GLP-1R CRE-luciferase, luminescence, 24 h; GLP-1R form is constitutively active. actives 1.6% (n = 410,000); note: potency is the fitted concentration of half-maximal effect; % is set by controls: 0 for no effect and ±100 for the full control effect; nearly all actives have a fitted effect of over 55% in size
# Target sequence (P43220 whole entry, looked up): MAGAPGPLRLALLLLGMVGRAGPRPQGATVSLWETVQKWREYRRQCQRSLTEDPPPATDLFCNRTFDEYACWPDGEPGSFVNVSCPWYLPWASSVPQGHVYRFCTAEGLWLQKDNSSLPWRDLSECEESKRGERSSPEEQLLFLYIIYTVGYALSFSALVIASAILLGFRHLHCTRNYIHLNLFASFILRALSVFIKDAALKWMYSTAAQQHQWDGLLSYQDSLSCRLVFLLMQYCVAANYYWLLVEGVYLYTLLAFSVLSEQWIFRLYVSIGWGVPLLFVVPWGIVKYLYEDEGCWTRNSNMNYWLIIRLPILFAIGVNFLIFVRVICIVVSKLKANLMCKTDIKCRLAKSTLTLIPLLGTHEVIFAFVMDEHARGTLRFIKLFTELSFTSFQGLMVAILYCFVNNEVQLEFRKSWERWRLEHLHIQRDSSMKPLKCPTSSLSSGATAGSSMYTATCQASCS
#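 HEK293 cells stably co-expressing constitutively active GLP-1R and a cAMP-responsive luciferase reporter were seeded in DMEM with 10% Nu serum, given compounds after 12 h, and incubated 24 h at 37 deg C. Luminescence was then read.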
# EPAC1 ag: qHTS for Agonist of cAMP-regulated guanine nucleotide exchange factor 3 (EPAC1): primary screen; EPAC1 agonist qHTS, biochemical assay; response scale: 100% = response to 6.5 mM cAMP; actives 0.073% (n = 360,000); AID 720707, 2013; Rap guanine nucleotide exchange factor 3 (Homo sapiens), O95398; Potency, µM (top dose mostly 154 µM), without a hit: at the top dose activation, hits mostly activators; note: potency is the fitted concentration of half-maximal effect; nearly all actives have a fitted effect of over 60% in size
#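 Normalized to 6.5 mM cAMP, activity reflects EPAC1-catalysed release of BODIPY-GDP from Rap1B, followed kinetically over 30 min at 480 nm excitation, 540 nm emission. Reaction contained 100 nM EPAC1, 250 nM Rap1B-BODIPY-GDP, 50 uM GDP.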
# GLP1R ag: qHTS of GLP-1 Receptor Agonists | Glucagon-like peptide 1 receptor (Homo sapiens), P43220 | actives 0.007% (n = 380,000) | HEK293 GLP-1R CRE-luciferase, luminescence, 4-6 h; cells express a hypersensitive GLP-1R form | Potency, µM (titrated, usually from 45.6 µM), for the others: top-dose activation, hits mostly activators; note: potency is the fitted concentration of half-maximal effect; % of control where 0% means no effect
# * marks the source's active call; other numbers are inactive results; i = inactive; ? = inconclusive; . = not tested or not shown; [ ] = dose if it differs, or a comment. Unless noted, calls come from the whole dose curve; as a rule, active = well fitted curve in the direction sought with a large enough effect; inconclusive = small, poorly fitted or top-dose-only effect, or another doubt; inactive = no such curve, though single readings can be large; an effect the other way counts as inactive or inconclusive.
SMILES,EPAC1 antag,IL-2 act,PTHR1 agonist,PI5P4K alpha inh,PLK1 PBD inh,HEK293 tox,GLP-1R inv ag,EPAC1 ag,GLP1R ag
Cc1ccc(OCC(=O)NNC(=O)c2ccoc2C)c(Br)c1,1%,-0.3,i,-4,-21%,5%,-1%,-7%,2%
COc1ccc(CCNC(=O)CCc2ccc(S(=O)(=O)NCC(C)C)cc2)cc1OC,14%,-2.7,i,0,8%,-5%,1%,-9%,-5%
COc1ccc(CN(CC(=O)NCC2CCCO2)C(=O)CNS(=O)(=O)c2ccccc2)cc1 (stereo not given),0%,0.6,i,-1,-4%,-3%,10%,3%,21%
COc1ccc(S(=O)(=O)N2CCN(CC(=O)N3CCOCC3)CC2)cc1OC,-4%,1.9,12%,-5,1%,-3%,14%,8%,-2%
C=CCn1c(Cc2cccc3ccccc23)n[nH]c1=S,-21%,0.9,-3%,8,-30%,-14%,?,-6%,-1%
Cc1ccc(CSCC(=O)Nc2ccccc2F)cc1,-10%,-1.5,-14%,-9,-12%,6%,-24%,-9%,0%
CCN(C)C1CN(Cc2cn(Cc3ccc(C)cc3)nn2)S(=O)(=O)C1 (stereo not given),-16%,-0.3,i,-1,-8%,1%,14%,2%,0%
COCCNC(=O)C(c1ccco1)N(C(=O)Cn1nnc2ccccc21)c1cccc(C)c1C (stereo not given),28%,0.6,-20%,2,-7%,-12%,0%,-3%,2%
COc1ccc(C(O)(C2CCCCC2)C(CN2CCOCC2)c2ccccc2)cc1 (stereo not given),-5%,-1.6,-23%,10,-4%,-28%,?,-7%,-7%
Cc1ccc(C(=O)COC(=O)CNC(=O)c2cccs2)cc1C,10%,-1.3,i,-1,2%,2%,1%,2%,-6%
CCOC(=O)N1CCN(C(=O)C2CCCN(S(C)(=O)=O)C2)CC1 (stereo not given),2%,-2.1,i,.,0%,-2%,-4%,0%,-8%
Cc1ccc(S(=O)(=O)N(C)C)cc1NC(=O)COC(=O)COc1ccc2c(c1)CCC2,0%,-4.7,6%,4,-6%,-1%,4%,0%,10%
C=CCNC(=S)NNC(=O)c1ccc([N+](=O)[O-])cc1,-8%,2.2,0%,-3,-17%,-5%,-10%,-3%,-1%
O=C(OC1CCN(c2ncc(C(F)(F)F)cc2Cl)CC1)c1ccccc1,-24%,-0.2,-24%[57.5 µM],14,0%,-32%,-2%,9%,-13%
CCC(CC)C(=O)Nc1ccc(Cl)c(Cl)c1,-11%,-3.8,-24%,3,-9%,-11%,?,-18%,2%
Cc1cc(C)cc(-n2nnnc2SCC(=O)Nc2nc(-c3ccc(F)cc3)cs2)c1,0%,-1.6,i,.,2%,-22%,0%,-1%,-8%
Cc1ccnc(Nc2nc3ccccc3s2)n1,5%,-4.3,-41%[inhibitor],1,-4%,8%,15%,5%,14%
Nn1cnnc1N/N=C\c1ccc(-c2ccccc2[N+](=O)[O-])o1,-10%,0.4,i,-3,-18%,?,19%,-1%,-20%
Cc1cnc(=O)[nH]c1SCc1cccc([N+](=O)[O-])c1,-3%,0.1,i,-3,-30%,-19%,3%,4%,0%
COc1cc(C(=O)N2CCN(c3ccccc3F)CC2)ccc1OCC(=O)N1CCOCC1,1%,0.3,-7%,2,3%,-7%,12%,-3%,-5%
O=C(OCC(=O)C12CC3CC(CC(C3)C1)C2)c1ccc(O)cc1O,-4%,-0.3,i,1,-5%,?,11µM*,4%,23%
C=C(C)Cn1c(CCCNC(=O)CCC)nc2ccccc21,-12%,-1.4,-4%[57.5 µM],0,-4%,0%,-22%,-2%,0%
CCCCCCn1c(=O)n2n(c1=O)[C@@H]1CN(S(=O)(=O)c3ccc(C)cc3)C[C@]1(O)[C@@H](OC(=O)NC1CC1)C2,-11%,1.8,-24%,2,-5%,-9%,?,-17%,4%
O=C(/C=C/c1cccc([N+](=O)[O-])c1)N1CC[C@@]2(O)CCCC[C@H]2C1,15%,-1.8,i,-1,-4%,5%,10%,-6%,5%
CCOC(=O)C1=C(SCC)c2cc3c(n2C1=O)CCCC3,8%,-1.1,-19%,-8,-13%,?,?,5%,-4%
Cc1ccccc1-c1nc2cc(Cl)ccc2o1,-5%,-2.7,-21%,.,-6%,25%,0%,2%,-9%
COc1ccc(-c2oc(=O)c3cc(OC)c(OC)cc3c2/C=C/c2ccc(F)cc2)cc1,-2%,-0.5,i,-2,-8%,3%,6%,4%,14%
CC1=NNC(=O)/C1=C\c1cn(-c2ccccc2)nc1-c1ccc(Cl)cc1,-7%,-0.6,-32%[inhibitor],-2,5.3µM*,-20%,?,-6%,-6%
S=c1nc[nH]c2c1ncn2-c1ccc(Cl)cc1,-3%,1.6,i,?,6µM*,12%,19%,0%,0%
O=c1c(O)c(-c2ccccc2)oc2ccccc12,-13%,-0.5,-16%,2,-5%,48%[activator],?,-10%,12%
CC(=O)c1cccc(NC(=O)/C(=C/c2ccco2)NC(=O)c2ccco2)c1,-24%,0.0,i,0,-2%,-3%,5%,0%,1%
CC1(C)CC(=O)C2=C(C1)c1c(ccc3ccccc13)NC2c1ccc(Br)o1 (stereo not given),6%,-0.8,-14%[57.5 µM],-1,?,-17%,?,4%,-3%
Cc1cc(C(=O)CSc2nnc(N)s2)c(C)n1CCc1ccc(F)cc1,-3%,-2.5,-3%[57.5 µM],-8,-16%,-15%,?,3%,1%
O=C(NCc1cccnc1)c1cc(C2CCCCN2C(=O)c2ccc3c(c2)CCO3)on1 (stereo not given),3%,-0.4,5%,-4,-18%,-6%,13%,-8%,-1%
Cc1cc(Br)cn2c(Cc3cccc(F)c3)c(-c3ccc(Cl)cc3)nc12,-26%,0.0,-54%[inhibitor],11,-29%,-24%,?,-11%,7%
Cc1ccc(Cl)c2c1=NC(=O)C=2c1[nH]c(=S)[nH]c1O,7%,-1.0,-3%,-75*,-17%,?,10%,11%,-1%
Cc1ccc(N2CC(C(=O)N3CCc4ccccc4C3)CC2=O)cc1 (stereo not given),5%,5.3,-11%[57.5 µM],.,3%,2%,0%,0%,8%
CC(C)CC(NC(=O)CNC(=O)C1O[C@@H]2OC(C)(C)O[C@@H]2[C@H]2OC(C)(C)O[C@@H]12)C(=O)O (stereo not given in full),-23%,-0.8,-11%,-1,-7%,5%,17%,2%,-5%
CCCCc1nc2cc(C(=O)NCc3nccn3CC)ccc2o1,12%,-2.5,i,1,-1%,1%,?,9%,12%
Cc1cccc(NC(=O)C2CCN(C(=O)[C@@H]3Cc4ccccc4CN3)CC2)c1,-1%,-0.3,i,-1,4%,-28%,?,-12%,-4%
C=CCn1c(-c2ccncc2)n[nH]c1=S,1%,0.8,i,-9,-7%,-2%,32%[activator],3%,4%
CCc1nc2ccc(C(=O)Nc3cccc(NS(C)(=O)=O)c3)cn2c1N(C)C(=O)c1cccc(OC)c1,-29%,0.0,i,-2,-3%,0%,11%,3%,-2%
O=C(NC(=S)Nc1ccccn1)c1ccccc1,0%,0.7,-61%[inhibitor],2,-4%,?,10µM*,5%,-7%
CCOC(=O)C1=C(COC(=O)c2ccc([N+](=O)[O-])o2)NC(=O)NC1C (stereo not given),-3%,0.0,-38%[inhibitor],0,-2%,1%,13%,15%,-3%
COc1cc(/C=N/n2c(-c3cc(C)[nH]n3)n[nH]c2=S)cc(OC)c1O,10%,-1.2,i,-8,-8%,-2%,-2%,12%,6%
O=C1CC(Cc2ccccc2)C(=O)N1c1ccccn1 (stereo not given),12%,2.9,i,-1,-2%,8%,11%,14%,0%
COc1cc(C(=O)N/N=C/c2coc3ccc(Cl)cc3c2=O)ccc1O,-7%,-3.0,-6%,-8,?,-4%,?,15%,-5%
CN(C)Cc1cc(O)c(CN(C)C)cc1O,-13%,-0.9,i,-5,?,10%,12%,8%,-1%
Cc1ccccc1Cc1c(C)nc2c(C(=O)N3CCN(Cc4ccc5c(c4)OCO5)CC3)cnn2c1C,-14%,-1.7,11%[57.5 µM],.,-3%,-19%,0%,14%,-10%
CCn1c(SCC(=O)N2CCCc3ccccc32)nc2c(c1=O)SC(C)C2 (stereo not given),-16%,-2.2,i,-5,-4%,-12%,4%,-3%,-2%
CCN1CCN(C(=O)CSc2ccc(C)cc2)CC1,-6%,1.5,i,-6,-12%,-11%,9%,13%,13%
CC(C)NC(=O)C1(C)CN(S(C)(=O)=O)CC(=O)N1C1CC1 (stereo not given),13%,-0.3,-24%,-4,1%,-18%,0%,6%,.
CCN(CC)S(=O)(=O)c1cccc(C(=O)N/N=C/c2ccc(N3CCOCC3)cc2)c1,-1%,-1.7,-23%,2,-14%,-4%,2%,-8%,11%
COc1cc(C(=O)NCCCNc2nc3cc(C)cc(C)c3cc2C#N)cc(OC)c1OC,-16%,1.1,i,.,-2%,72%[activator],-9%,0%,26%
O=C1c2ccccc2C(=O)N1CCCn1nnc(-c2ccc(N3CCOCC3)cc2)n1,5%,-2.4,-8%[57.5 µM],.,-1%,31%[activator],-8%,5%,4%

# A portion of the library; count on the stated rates, not on these rows.
